# Screening results as filed in PubChem.
# D2 ag – HTS Assay for Allosteric Agonists of the Human D2 Dopamine Receptor: Primary Screen for Agonists; activation, % at 2 µM; HEK293 T-REx D2 cells, calcium flux agonist mode; AID 485358, 2010; D(2) dopamine receptor (Homo sapiens), P14416; 0.53% of 340,000 active;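 active = activation over 3 SD above normal in the single-dose calcium agonist read, cut at about 30% in these data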; also: 0% is about no effect
# Target sequence (P14416 whole entry, looked up): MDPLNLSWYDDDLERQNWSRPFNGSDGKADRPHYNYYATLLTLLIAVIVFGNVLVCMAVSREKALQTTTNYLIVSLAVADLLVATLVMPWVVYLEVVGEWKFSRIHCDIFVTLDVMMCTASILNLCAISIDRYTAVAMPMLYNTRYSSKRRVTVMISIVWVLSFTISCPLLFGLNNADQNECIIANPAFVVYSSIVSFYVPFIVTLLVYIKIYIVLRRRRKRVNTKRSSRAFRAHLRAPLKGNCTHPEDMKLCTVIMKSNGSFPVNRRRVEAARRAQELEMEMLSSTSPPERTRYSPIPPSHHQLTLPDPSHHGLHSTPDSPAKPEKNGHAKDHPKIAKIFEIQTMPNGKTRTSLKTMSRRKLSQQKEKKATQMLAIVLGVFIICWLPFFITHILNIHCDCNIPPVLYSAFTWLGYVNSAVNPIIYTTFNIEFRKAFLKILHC
#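 HEK293 Trex D2 cells, tetracycline-induced, o/n 30 C 5% CO2; no-wash Ca dye, RT 30–90 min; 10-cycle baseline, 23 nl cpd added, kinetic Ca read 180 s; agonist hits = positive Ca response.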
# Vif-APOBEC3G blk – qHTS for Inhibitors of Vif-A3G Interactions: qHTS | AID 602310, 2012 | Potency, µM (doses to about 46.1 µM), for inactives: top-dose activity, negative = active, actives largely listed as inhibitors | DNA dC->dU-editing enzyme APOBEC-3G (Homo sapiens), Q9HC16 | HeLa A3G-eYFP + Vif (tagged APOBEC3G with the HIV-1 protein that degrades it), YFP fluorescence, overnight | 0.076% of 410,000 active;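 also: potency is read from the fitted curve at half-maximal effect; % is scaled to controls: 0 for no effect and ±100 for the full control effect; nearly all actives have a fitted effect of over 60% in size; hits raise eYFP signal because A3G escapes Vif-driven loss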
# Target sequence (Q9HC16 whole entry, looked up): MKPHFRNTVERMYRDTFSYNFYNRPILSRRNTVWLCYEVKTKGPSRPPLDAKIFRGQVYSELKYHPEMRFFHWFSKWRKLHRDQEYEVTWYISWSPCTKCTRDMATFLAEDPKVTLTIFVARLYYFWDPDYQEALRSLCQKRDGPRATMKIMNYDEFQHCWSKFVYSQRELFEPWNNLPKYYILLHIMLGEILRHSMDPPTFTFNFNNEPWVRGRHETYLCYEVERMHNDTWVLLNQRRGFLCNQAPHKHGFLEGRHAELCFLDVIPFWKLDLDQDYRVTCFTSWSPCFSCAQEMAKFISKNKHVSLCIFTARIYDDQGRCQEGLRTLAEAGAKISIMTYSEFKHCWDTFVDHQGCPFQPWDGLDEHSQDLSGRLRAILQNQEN
#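 Read-out is eYFP fluorescence (Ex 488/Em 500-530) from Vif-expressing HeLa A3G-eYFP cells; more signal means A3G escaped Vif-mediated degradation. Cells plated overnight, compound pinned in, incubated overnight at 37 deg C.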
# ALOX12 inh – Primary qHTS assay for inhibitors of human arachidonate 12S-lipoxygenase (ALOX12): Round 2. Polyunsaturated fatty acid lipoxygenase ALOX12 (Homo sapiens), P18054. purified 12hLO, xylenol orange hydroperoxide absorbance. Potency, µM (highest dose often 108 µM), inactives show at the highest dose activity change, negative = inhibition, actives largely listed as inhibitors. 1.1% of 580,000 active; also: potency is read from the fitted curve at half-maximal effect; % is scaled to controls: 0 for no effect and ±100 for the full control effect
#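 Hydroperoxide product was detected by ferrous iron/xylenol orange as the 573 to 405 nm absorbance ratio. Arachidonic acid at 40 uM (final) was turned over for 30 min at room temperature by 150 nM human 12hLO, pH 7.0 Hepes buffer, after 15 min compound preincubation.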
# LDHA block – qHTS assay for inhibitors of human lactate dehydrogenase; L-lactate dehydrogenase A chain (Homo sapiens), P00338; purified LDHA, NADH/diaphorase-resazurin fluorescence; active compounds read low; activity change, % (values are at about 110 or 230 µM); 0.15% of 480,000 active; AID 1347041, 2019; in the data active = activity change below about -30%; inconclusive = mostly about -25% to -30%;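 also: plate controls were DMSO wells for no effect and wells without enzyme for full effect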
#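 Human LDH5 at 2 nM final in Tris HCl pH 7.4 with 0.06 mM NADH and 0.2 mM pyruvate, reacted 5 minutes at room temperature. Remaining NADH coupled via diaphorase/resazurin; resorufin fluorescence read at 0 and 20 minutes, normalized to enzyme-free and DMSO wells.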
# D2 antag – HTS Assay for Allosteric Antagonists of the Human D2 Dopamine Receptor: Primary Screen for Antagonists; D(2) dopamine receptor (Homo sapiens), P14416; HEK293 TREx D2 cells, calcium flux, dopamine EC80; inhibition, % at 10 µM; 2% of 340,000 active; in the data active = inhibition above about 30%; also: 0% is about no effect
#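 Cells plated overnight at 30 C with tetracycline; no-wash calcium dye, 30–90 min RT; 10 s baseline; compound pinned; 180 s read; EC80 dopamine added; another 180 s read.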
# GRP78 ERSR act – qHTS for Inducers of the Endoplasmic Reticulum Stress Response (ERSR) in Human Glioma: qHTS. Potency, µM, for the others: at the top dose activation, hits mostly activators. 0.02% of 420,000 active. U87-MG GRP78 promoter luciferase reporter, 16 h; also: potency is read from the fitted curve at half-maximal effect; series mostly up to about 76 µM; % of control where 0% means no effect; nearly all actives have a fitted effect of over 35% in size
#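 Stably transfected U87-MG human glioma cells carrying a GRP78-based luminescent sensor were seeded at 1000 cells/well, pin-dosed with compounds and incubated 16 h. Luciferase reagent was then added, and end-point luminescence was read after 10 min at room temperature.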
# RGS4 inhibitor – Inhibitors of Regulator of G Protein Signaling (RGS) 4: qHTS; Transcreener GDP fluorescence polarization, RGS4-accelerated GTP hydrolysis; Potency, µM (titrated, usually from 114 µM), for the others: top-dose activity change, negative = inhibition, actives largely listed as inhibitors; 0.039% of 390,000 active; Regulator of G-protein signaling 4 (Homo sapiens), P49798; also: potency is read from the fitted curve at half-maximal effect; % is scaled to controls: 0 for no effect and ±100 for the full control effect; nearly all actives have a fitted effect of over 75% in size; some results filed as inactive show a strong effect at the top dose
# Target sequence (P49798 whole entry, looked up): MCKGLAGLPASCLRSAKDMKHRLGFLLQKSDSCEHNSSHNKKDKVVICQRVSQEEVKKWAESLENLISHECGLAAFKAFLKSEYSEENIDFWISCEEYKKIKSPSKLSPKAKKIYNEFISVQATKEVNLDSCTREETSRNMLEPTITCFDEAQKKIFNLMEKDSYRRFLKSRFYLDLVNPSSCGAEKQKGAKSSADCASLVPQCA
#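 MLSMR compounds (23 nl, pin-transferred) preincubated 10 min at room temperature with a 500nM (2x) first reagent, then RGS4 at 900nM (2x) plus Transcreener GDP mix added; fluorescence polarization (620/688 nm) read before and after 90 min at 30 °C.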
# Vif-A3F inh – qHTS for Inhibitors of Vif-A3F Interactions: qHTS; HeLa A3F-eYFP + Vif (tagged APOBEC3F with the HIV-1 protein that degrades it), YFP fluorescence increase; Potency, µM (top dose mostly 46.1 µM), for the others: top-dose activity, negative = active; 0.2% of 390,000 active; also: potency is read from the fitted curve at half-maximal effect; % of control where 0% means no effect; nearly all actives have a fitted effect of over 65% in size
#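 HeLa cells stably expressing Vif plus C-terminally eYFP-tagged A3F were seeded, incubated overnight at 37 deg C, dosed with compound, incubated overnight again at 37 deg C. Yellow fluorescence (Ex 488/Em 500-530) reported blocked Vif-mediated A3F-eYFP degradation.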
# ERG-DNA inh – qHTS for Small Molecule Inhibitors of the ERG Ets/DNA interaction; Transcriptional regulator ERG (Homo sapiens), P11308; fluorescence polarization, His-ERG Ets domain / labelled DNA; Potency, µM (highest dose often 76.9 µM), without a hit: at the highest dose FP activity, negative = inhibition, hits mostly inhibitors; 0.028% of 370,000 active; AID 624246, 2012; active = well fitted inhibition curve with a large enough effect in the polarisation, with a control signal flat; inconclusive = small, poorly fitted or top-dose-only effect, or effect the other way, or a change in a side signal; inactive = no such curve, though single readings can be large or run the other way; the % refers to the polarisation;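 also: polarization taken with two DNA probes labelled with fluorescein and Texas red; potency is read from the fitted curve at half-maximal effect; % of control where 0% means no effect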
#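 His-tagged ERG Ets domain (1 uM in the protein solution; 300mM KCl, 50mM Tris-HCl, 1mM EDTA, 1mM DTT, pH 7.5) received compound, then a probe mix of 5 nM fluorescein-DNA and 100nM Texas-615-DNA. Fluorescence polarization was read for both dyes.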
# Starred values were filed as active, the others as inactive; ? = inconclusive; nt = not tested or not shown; & = joins results of further samples; [ ] = remark or other dose. Unless noted, calls follow the shape of the dose curve; as a rule, active = well fitted curve in the direction sought with a large enough effect; inconclusive = small, poorly fitted or top-dose-only effect, or another doubt; inactive = no such curve, though single readings can be large; an effect the other way counts as inactive or inconclusive. These rows are one share of the data, so the mix of outcomes need not match the whole.
SMILES,D2 ag,Vif-APOBEC3G blk,ALOX12 inh,LDHA block,D2 antag,GRP78 ERSR act,RGS4 inhibitor,Vif-A3F inh,ERG-DNA inh
Cc1ccc(-c2nc(CNC(=O)NC3CCCCC3)c(C)o2)cc1,0.8,0%,-17%,-11,nt,-3%,17%,4%,-6%
Cc1[nH]n2c(=O)cc(-c3ccc([N+](=O)[O-])cc3)nc2c1-c1ccccc1,nt,6%,?,-4,nt,-2%,?,5%,0%
O=C(CCC(=O)N1CCN(S(=O)(=O)c2ccc(Cl)cc2)CC1)NCc1ccccc1,-0.6,1%,-1%,-5,3,-2%,6%,-1%,-2%
CCn1ccc(C(=O)NCc2ccc3c(c2)OCO3)n1,0.1,2%,-12%,-4,-7,0%,19%,1%,-12%
Cc1noc(C)c1C(=O)N1CCCc2ccccc21,0.6,-5%,?,0,1,-5%,15%,0%,8%
CC1(C)CC(=O)C=C(Nc2ccc(O)cc2)C1,nt,3%,-2%,0,nt,-2%,nt,-3%,nt
O=C(C1CC2C=CC1C2)N1CCN(c2ccccc2)CC1 (configuration not stated),0.1,2%,4%,-2,11,-4%,-2%,0%,-21%
Cc1cccc(C(=O)Nc2nnc(COc3ccccc3)s2)c1,-0.4,1%,-4%,-15,-15,2%,18%[56.9 µM],-2%,1%
O=C(C1CCN(S(=O)(=O)c2cccs2)CC1)N1CCN(c2ccccc2)CC1,0.0,-3%,0%,0,4,0%,27%,-2%,-4%
Cc1ccc(-c2c(C(=O)N/N=C/c3ccc(OC(C)C)cc3)nnn2-c2nonc2N)cc1,2.5,0%,8%,-6,6,-1%,18%,-2%,-3%
CCOC(=O)c1c(C)[nH]c(C)c1C(=O)COC(=O)/C=C/c1ccc(Cl)cc1,0.0,3%,-14%,0,-5,-4%,0%,1%,19%
CCOCCn1c(SCc2c(F)cccc2Cl)nc2c1c(=O)[nH]c(=O)n2C,0.4,1%,-1%&0%,0&4,-9,-4%,21%,4%,7%
O=C(NCCF)[C@H]1C[C@@H]1[C@H](NP(=O)(c1ccccc1)c1ccccc1)c1ccccc1,-1.5,-2%,4%,-3,-16,-3%,-12%,5%,-4%
CCOc1ccc(/C=C(\C#N)c2nc3ccccc3c(=O)[nH]2)cc1OC,-1.7,-3%,-23%,-4,nt,0%,-16%,-2%,1%
Cn1c(=O)c2cc(NC(=S)NC3CC3)ccc2n1Cc1ccccc1,nt,-1%,?,-1,nt,-1%,nt,nt,nt
COc1ccc(NC(=O)C2(C)CCN2Cc2ccc(OC(F)(F)F)cc2)cc1OC (configuration not stated),nt,1%,-32%,3,nt,-2%,nt,nt,nt
Cc1nnc(Sc2c(-c3ccccc3)c3ccc(Cl)cc3[nH]c2=O)s1,0.6,-1%,3%,-2,8,-5%,19%,0%,nt
CCc1ccccc1NC(=O)C1NC(=O)CC1c1ccccc1 (configuration not stated),-1.2,-1%,11%[57.4 µM],1,-1,-1%,29%,1%,-12%
CCOC(=O)c1c2c(n(-c3ccc(OC)cc3)c1C)C(=O)C(=O)c1ccccc1-2,nt,-14%,nt,30,nt,-14%,?,8%,nt
CCn1c(=O)cc(SCC(=O)NCc2ccccn2)c2ccccc21,-0.4,-1%,4%,-5,-8,-1%,-19%,-11%,-5%
Cc1ccc2c(=O)cc(C(=O)N(Cc3ccc(C(C)(C)C)cc3)C3CCS(=O)(=O)C3)oc2c1 (configuration not stated),-0.1,3%,10%&-19%,8&5,nt,-2%,-18%,1%,0%
COC(=O)c1nnn(-c2cccc(C)c2)c1N,-0.2,-7%,-24%,-4,nt,1%,-1%,2%,1%
CCOc1cccc(-c2nnc3sc(COc4ccccc4)nn23)c1,nt,-2%,-31%,-1,nt,0%,-4%,?,-5%
CCOC(=O)/C=C/c1cnn(-c2ccccc2)c1,-2.6,-1%,-1%,-1,-6,-3%,-2%,9%,?
CCCN(CCC)CCCNC(=O)Cn1ncn2c(cc3sc(CC)cc32)c1=O,-0.4,1%,-7%,-3,nt,-3%,0%,-4%,2%

# The closing 4 entries of the section before are carried over, then new ones follow:
SMILES,D2 ag,Vif-APOBEC3G blk,ALOX12 inh,LDHA block,D2 antag,GRP78 ERSR act,RGS4 inhibitor,Vif-A3F inh,ERG-DNA inh
COC(=O)c1nnn(-c2cccc(C)c2)c1N,-0.2,-7%,-24%,-4,nt,1%,-1%,2%,1%
CCOc1cccc(-c2nnc3sc(COc4ccccc4)nn23)c1,nt,-2%,-31%,-1,nt,0%,-4%,?,-5%
CCOC(=O)/C=C/c1cnn(-c2ccccc2)c1,-2.6,-1%,-1%,-1,-6,-3%,-2%,9%,?
CCCN(CCC)CCCNC(=O)Cn1ncn2c(cc3sc(CC)cc32)c1=O,-0.4,1%,-7%,-3,nt,-3%,0%,-4%,2%
N#CCCN(C(=O)COC(=O)CSc1ccc(Cl)cc1)c1ccccc1,nt,-2%,-15%,-1,nt,-4%,-19%,2%,8%
CN(CCc1ccccn1)C1CCCN(S(=O)(=O)c2ccccc2Cl)C1 (configuration not stated),-0.3,4%,23%,-1,-4,2%,11%,-6%,0%
CCOC(=O)c1ccc2[nH]c(CSc3nnc(-c4cccc(F)c4)n3C)cc(=O)c2c1,-1.2,3%,-19%,-7,nt,4%,24%,2%,0%
CC1=NN(C(=O)CSCc2ccccc2)C(O)(c2ccc(F)cc2)C1 (configuration not stated),0.2,1%,-3%,-3,6,-4%,18%,-4%,-7%
O=C(CN1C(=O)NC2(CCCCCC2)C1=O)c1ccc(Cl)s1,0.4,-6%,?,4,-2,9%,-4%,8%,-3%
CC(=O)c1cccc(NC(=O)c2cccn2-c2nnc(N3CCCCC3)s2)c1,-0.5,-3%,-11%,8,nt,0%,-30%,3%,-3%
Cc1cc(C)cc(N(CCC#N)C(=O)COC(=O)C2CCN(S(=O)(=O)c3ccc(C)c(C)c3)CC2)c1,0.8,0%,2%,-3,20,-5%,-2%,-3%,1%
COC(=O)c1[nH]c2cccc(OC)c2c1NC(=O)CN1CCC(C(N)=O)(N2CCCCC2)CC1,0.4,-6%,7%,2,15,3%,-7%,0%,-15%
O=C(CSc1nnnn1-c1cccc2c1CCCC2)N1CCCCC1,3.6,1%,0%,-8,-29,1%,-36%,3%,3%
C=CCn1c(SCC(=O)N2CCc3ccccc3C2)nc2sc(C)c(C)c2c1=O,-1.5,-1%,-1%,3,8,-6%,-17%,0%,19%
O=C(Nc1ccncc1)C1CCCN(S(=O)(=O)c2cccc3cccnc23)C1 (configuration not stated),-0.8,?,422%[activator],-8,-29,3%,17%,-16%,3%
O=C(NNC(=O)c1nn(-c2ccc(F)cc2)ccc1=O)c1ccc(Cl)cc1,-0.9,-3%,133%[activator],0,-1,-4%,-16%,-7%,-6%
CCCn1cc(S(=O)(=O)c2ccccc2)c(=O)c2cc(F)c(N3CCN(C)CC3)cc21,-0.3,-2%,-1%,-1,2,-3%,-5%,2%,3%
Cc1cc(C)nc(Nc2n[nH]c(C)n2)n1,1.1,2%,1%,1,-7,-2%,12%[56.9 µM],8%,-3%
CC(C)CC(C(=O)NCC1CCN(Cc2ccc(F)cc2)CC1)N1Cc2ccccc2C1=O (configuration not stated),nt,-2%,-9%,-4,nt,-2%,-18%,2%,-1%
Cc1ccc(S(=O)(=O)NCCNC(=O)c2nonc2N)cc1,1.5,1%,-26%,-10,-7,2%,15%,1%,-1%
COC(=O)c1ccc(C2/C(=C(/O)c3ccc4c(c3)CC(C)O4)C(=O)C(=O)N2Cc2cccnc2)cc1 (configuration not stated),-0.2,-3%,nt,-1,-2,-1%,-6%[56.9 µM],3%,1%
CCOc1ccc(C(=O)Nc2ccccc2-c2ccccc2)cc1Cl,0.6,-2%,7%,4,-10,-4%,10%,-1%,-1%
CCS(=O)(=O)CCSc1nc2c(cc1C#N)CCCC2,-1.0,-5%,-4%,-11,7,-3%,17%,-4%,nt

# Sorted by molar mass (high to low): part of the list above
SMILES,D2 ag,Vif-APOBEC3G blk,ALOX12 inh,LDHA block,D2 antag,GRP78 ERSR act,RGS4 inhibitor,Vif-A3F inh,ERG-DNA inh
CCOCCn1c(SCc2c(F)cccc2Cl)nc2c1c(=O)[nH]c(=O)n2C,0.4,1%,-1%&0%,0&4,-9,-4%,21%,4%,7%
CCn1c(=O)cc(SCC(=O)NCc2ccccn2)c2ccccc21,-0.4,-1%,4%,-5,-8,-1%,-19%,-11%,-5%
Cc1cccc(C(=O)Nc2nnc(COc3ccccc3)s2)c1,-0.4,1%,-4%,-15,-15,2%,18%[56.9 µM],-2%,1%
